aDG glyco act = activators of alpha-DG glycosylation, primary screen, uHTS, Pro5-aDG cells, AlphaScreen. alpha-DG glycosylation AlphaScreen (IIH6); 0% Pro5, 100% B10-LARGE cell signal. activation, % at 10 µM. 0.22% of 360,000 active;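 active = activation of at least 8% versus controls, or a plate z-score of at least 8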;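 also: Pro5 are CHO cells carrying HIG-tagged alpha-DG that lacks glycosylation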
N-glyco inh = increase of ERlucT glycosylation luciferase signal, primary screen, N-linked glycosylation inhibitor project, D54 ERlucT cells, luminescence, set 2; AID 588692, 2011; reporter increase, % at 12.5 µM; D54 ERlucT glycosylation luciferase reporter, 24 h; percent of 100 nM tunicamycin response; 0.23% of 360,000 active;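 active = mean luciferase reporter signal, scaled so untreated is 0 and the glycosylation-blocking control 100, at or above a set limit in every replicate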;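 also: luciferase carries N-glycosylation sites so blocking glycosylation raises the light; 0% = median of neutral control wells and 100% = median of 100 nM tunicamycin wells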
CaV13 FRET inh = Disruptors of the CACNA1D IQ motif to Ca2+-dependent inactivation inhibitor domain association, primary screening, Förster resonance energy transfer in intact living …; HEK cells, CFP/YFP FRET ICDI-IQ, plate reader, 10 min; percent FRET-ratio fall versus neutral wells; inhibition, % at 12.3 µM; 0.098% of 340,000 active; AID 743397;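 active = mean replicate inhibition of at least 30% and at least 1% of replicates passing that level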;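 also: 0% = median of the neutral control wells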
H9c2 protect = cardioprotection against H2O2-induced cell death, primary screen, uHTS, H9c2 cells, ATPLite luminescence | H9c2 cardiomyocytes, H2O2 injury protection, 2 h | protection from H2O2 cell death, % at 20 µM | 0.63% of 360,000 active;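 active = compounds giving at least 50% protection of heart cells from peroxide-induced death in the single-dose screen, raw or plate-pattern-corrected value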;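 also: 0% = DMSO wells with peroxide and 100% = DMSO wells without peroxide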
PDI inh = inhibitors of human PDI, primary screen, biochemical, turbidity, single point, plate reader; Protein disulfide-isomerase (Homo sapiens), P07237; PDI insulin aggregation turbidity, A650, 90 min; inhibition, % at 10 µM; 0.052% of 350,000 active;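 active = mean inhibition across replicates of 30% or more, whatever share of single replicates reach that level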;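 also: absorbance from insulin aggregation driven by PDI reduction with DTT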
Target sequence (P07237 whole entry, looked up): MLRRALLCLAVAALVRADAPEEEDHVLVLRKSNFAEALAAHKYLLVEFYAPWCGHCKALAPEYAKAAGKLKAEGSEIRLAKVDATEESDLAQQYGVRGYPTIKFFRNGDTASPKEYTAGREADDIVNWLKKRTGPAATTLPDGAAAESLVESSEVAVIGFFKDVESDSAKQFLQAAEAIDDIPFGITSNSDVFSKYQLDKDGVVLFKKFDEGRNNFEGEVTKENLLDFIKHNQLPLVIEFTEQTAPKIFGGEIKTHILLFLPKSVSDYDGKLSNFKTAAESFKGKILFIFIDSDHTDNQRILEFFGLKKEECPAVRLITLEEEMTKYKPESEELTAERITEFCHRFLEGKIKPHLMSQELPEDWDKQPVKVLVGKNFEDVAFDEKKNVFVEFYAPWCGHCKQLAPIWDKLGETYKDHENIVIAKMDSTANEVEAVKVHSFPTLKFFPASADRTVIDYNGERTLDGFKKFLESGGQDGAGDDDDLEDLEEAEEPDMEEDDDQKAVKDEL
iPSC survival up = enhancers of single-cell hiPSC survival, primary screen, ATPlite luminescence; 100% = ROCK inhibitor wells, 0% = DMSO; survival enhancement, % at 20 µM; 0.044% of 360,000 active; AID 602274, 2012; in the data active = survival enhancement above about 18%;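 also: cells exposed to compounds for 16 hours before the ATP read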
HTR2A ag = mouse Htr2a agonists via beta-arrestin recruitment, primary screen, cell-based, luminescence; CHO-K1 mHTR2A beta-arrestin complementation; percent of 30 µM serotonin response; 0.66% of 360,000 active; activation, % at 7.6 µM;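 active = activation above a run cutoff, the mean activation of all tested compounds plus 3 SD, cut at about 14% in these data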;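 also: 0% = plate median of compound wells and 100% = 30 µM serotonin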
Target sequence (P35363 whole entry, looked up): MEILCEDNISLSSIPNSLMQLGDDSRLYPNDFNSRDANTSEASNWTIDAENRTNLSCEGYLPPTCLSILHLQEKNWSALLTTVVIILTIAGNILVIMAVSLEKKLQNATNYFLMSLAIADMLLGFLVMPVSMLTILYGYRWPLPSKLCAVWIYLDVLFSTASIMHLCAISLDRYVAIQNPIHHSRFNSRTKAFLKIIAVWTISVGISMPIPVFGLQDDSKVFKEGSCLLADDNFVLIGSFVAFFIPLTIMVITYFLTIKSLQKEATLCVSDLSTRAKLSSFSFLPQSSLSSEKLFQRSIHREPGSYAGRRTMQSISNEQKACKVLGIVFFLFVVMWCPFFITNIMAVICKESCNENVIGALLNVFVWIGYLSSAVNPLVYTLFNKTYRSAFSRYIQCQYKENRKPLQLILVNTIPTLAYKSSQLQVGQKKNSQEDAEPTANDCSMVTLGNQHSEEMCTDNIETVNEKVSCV
Exocytosis inh = LAMP-1 surface exposure blockers, TALL-104 cells – cell-based, flow cytometry, MLPCN library, primary screen; TALL-104 LAMP-1 surface exposure; cells stimulated with thapsigargin and PMA; inhibition, % at 10 µM; 0.66% of 360,000 active; AID 651702, 2012;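 active = inhibition above about 55%, limit read from the data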
ABCB6 inh 2 = ABCB6 transporter inhibitors, primary screen, K562-ABCB6 cells, flow cytometry, MLPCN library. 0.19% of 360,000 active. fluorescence ratio to DMSO, % at 10 µM. ATP-binding cassette sub-family B member 6 (Homo sapiens), Q9NP58. K562-ABCB6 porphyrin accumulation, 1 h; active compounds read low;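 active = fluorescence ratio to DMSO below 75%, the collection mean minus 3 SD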;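 also: signal is porphyrin accumulated inside mitochondria; 100% equals median channel fluorescence of DMSO control wells; lower ratio means ABCB6 inhibition with less porphyrin fluorescence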
Vif imaging = HIV Vif self-association inhibitors, primary screen, imaging, HEK293T, single point | HEK293T cells, Vif self-association by quenched fluorescence, 24 h | inhibition, % at 7.49 µM | 0.35% of 340,000 active; in the data active = inhibition above about 50%, passing the limit was not always enough; also: some results filed as inactive read as strong as hits
An asterisk follows results filed as active; x = not tested or not shown; & = joins results of further samples.

SMILES | aDG glyco act | N-glyco inh | CaV13 FRET inh | H9c2 protect | PDI inh | iPSC survival up | HTR2A ag | Exocytosis inh | ABCB6 inh 2 | Vif imaging
N#Cc1ccsc1NC(=O)COC(=O)c1cc2ccccc2cc1O | -0.1 | 2 | -3 | -24 | -5 | -2.6 | -2 | -2 | 78 | 1
CCN(c1ccccc1)S(=O)(=O)c1ccc(C(=O)Nc2ccccn2)cc1 | -0.4 | 1 | -5 | 2 | 1 | -0.6 | 0 | 51 | 98 | -22
Cc1ccc(C(=O)CCC2CCCCC2=O)cc1 (centres undefined) | 0.1 | 1 | -5 | 5 | -1 | -1.2 | -1 | 1 | 97 | -5
O=C1NC(=S)S/C1=C1\Sc2ccccc2N1CCCS(=O)(=O)O | -0.1 | 1 | x | 7 | 1 | 0.6 | 2 | -3 | 96 | 13
Cc1cccc(OCC(=O)NCC(c2ccco2)N2CCCC2)c1 (centres undefined) | -0.2 | 1 | -4 | 7 | -4 | -0.4 | 6 | 2 | 97 | 5
COc1ccc(NC(=O)c2cc(C3CCCCN3C(=O)c3ccc(NC(C)=O)cc3)on2)c(C)c1 (centres undefined) | -0.1 | -2 | -9 | 10 | 21 | 7.5 | -3 | 3 | 96 | 7
CCCCNC(=O)Cn1cnc2sc(C)c(S(=O)(=O)N3CCN(c4ccccc4OC)CC3)c2c1=O | -0.1 | -1 | -4 | 17 | 3 | -0.5 | -5 | -1 | 101 | -10
COCCNC(=S)NNC(=O)c1cccs1 | 0.1 | 1 | -7 | 2 | -2 | 1.7 | -2 | 7 | 102 | 26
CCN(C[C@H]1N[C@@](CC)(C(=O)OC)[C@H]2C(=O)N(Cc3ccccc3)C(=O)[C@@H]12)C(=O)c1ccc(C(C)(C)C)cc1 | -0.2 | -7 | -6 | 63* | 11 | -1.6 | 4 | 1 | 87 | 29
CCOC(=O)Cn1c(=O)oc2cc(S(=O)(=O)NCC3CCCO3)ccc21 (centres undefined) | -0.1 | 1 | -4 | 0 | -7 | 1.5 | 6 | -3 | 97 | -1
CCN1C(=O)[C@H]2[C@@H](c3ccc(C)cc3)N[C@]3(CCCN(Cc4ccc(Cl)cc4)C3=O)[C@H]2C1=O | 0.1 | -1 | -9 | -1 | 0 | -0.8 | -5 | 2 | 103 | -4
CCOc1ccccc1NS(=O)(=O)c1ccc(-n2cccn2)cc1 | 0.4 | -1 | -16 | -4 | 2 | 0.9 | 7 | 5 | 96 | -2
CC1CC(C)(C)CC2(C1)NC(=O)N(CC(=O)N1CCN(Cc3ccc(C#N)cc3)CC1)C2=O (centres undefined) | 0.9 | -2 | -7 | -6 | -2 | 0.1 | 7 | 2 | 97 | -14
O=C(NN1C(=O)C2C(C1=O)C1C=CC2C12CC2)c1cccc(Cl)c1 (centres undefined) | -0.2 | 2 | 7 | 6 | 0 | -0.4 | -3 | 0 | 105 | -3
CCOc1ccc(/C=N/OCC(=O)Nc2ccc(OCc3ccccc3)cc2)cc1OC | -0.3 | -1 | -5 | -2 | 0 | -0.3 | 0 | 3 | 100 | 3
Cc1cc2ccccn2c1C(=S)NC(=O)c1ccccc1 | 0.1 | -1 | -3 | 4 | 2 | 2.8 | -3 | 3 | 95 | 12
CCc1nnc(NC(=O)CN2CCN(c3cccc(OC)c3)CC2)s1 | -0.2 | 0 | 0 | 10 | -30 | -1.9 | 2 | -6 | 194 | x
COc1ccc(-c2nc3ccccc3s2)cc1 | 0.2 | -17 | -4 | -31 | -56 | -3.3 | 4 | 2 | 119 | 3
C=CCSc1ncccc1C(=O)NCc1ccc(C)cc1 | -0.2 | -2 | -8 | 1 | 0 | 3.4 | -3 | 0 | 99 | -5
O=C(C(O)c1ccccc1)N1CCN(S(=O)(=O)c2ccc(OC(F)(F)F)cc2)CC1 (centres undefined) | -0.2 | x | -7 | x | x | x | 10 | 3 | x | x
NNC(=O)CNC(=O)CNS(=O)(=O)c1ccccc1 | -0.5 | 1 | 1 | -3 | -2 | 2.8 | -3 | 0 | 100 | 1
O=S(=O)(/N=C(/Nc1cccc2ccccc12)c1ccccc1)c1ccc(F)cc1 | 0.2 | -6 | -2 | -6 | 20 | -0.4 | 12 | -1 | 101 | 3
O=C1C(Cl)=C(NCCCN2CCOCC2)C(=O)c2ccccc21 | 5.4 | 7 | -5 | -16 | -3 | -2.9 | -2 | 7 | 92 | 13
COC(=O)C1=C(C)N(C(C)c2ccccc2)C(=O)/C1=C\c1ccco1 (centres undefined) | -0.6 | 0 | -7 | -7 | 1 | -0.6 | -3 | 16 | 98 | -4
O=c1cc(NCCO)c2ccccc2o1 | 0.4 | 1 | -5 | 10 | 17 | -3.9 | 0 | -1 | 102 | -2
O=Cc1ccccc1OCCN1CCCC1=O | -0.3 | 1 | -17 | 5 | -4 | -0.7 | -3 | 2 | 100 | 29
CC1CCN(C(=O)c2ccccc2NC(=O)c2cccs2)CC1 | -0.1 | 0 | -6 | -7 | 1 | -0.4 | 5 | -1 | 101 | -3
Cc1ccc(C)c(Cn2nnc3c(=O)[nH]c(C4CCN(S(=O)(=O)c5ccc(S(=O)(=O)NC6CC6)cc5)CC4)nc32)c1 | 0.0 | 2 | -2 | -1 | 7 | 1.9 | 5 | -6 | 97 | -22
Cc1sc(NC(=S)NC(=O)c2cccs2)nc1-c1ccc(CC(C)C)cc1 | 0.0 | 1 | -7 | 4 | 2 | -0.6 | 2 | 1 | 98 | 4
Cc1ccc(NC(=O)CN(C)CC(=O)Nc2cccc(F)c2)cc1[N+](=O)[O-] | 10* | 0 | -5 | -25 | 2 | 0.7 | 0 | 6 | 89 | -6
CCCCC(=O)Nc1ccc(NC(=O)c2cnccn2)cn1 | 0.3 | 0 | -6 | -2 | 3 | -1.2 | -1 | 2 | 98 | 4
C(C#CCCCCCCCCC[n+]1ccccc1)#CCCCCCCCCC[n+]1ccccc1 | 4.6&1.0 | 13&18 | x | -20&-18 | 26&2 | -4.0&-0.6 | -4&-5 | -4&37 | 99&110 | 2&-12
O=c1c2ccccc2nc2ccccn12 | 0.2 | 1 | 3 | -2 | 0 | 0.2 | 0 | 0 | 93 | -1
Cc1coc2cc3oc(=O)c(CCC(=O)NCC(=O)O)c(C)c3cc12 | -0.1 | 1 | -5 | 2 | 9 | -0.1 | -2 | -7 | 96 | -1
O=C1CSC(c2ccccc2)N1c1nc(-c2ccc(Cl)cc2Cl)cs1 (centres undefined) | 0.0 | -3 | -8 | -5 | -2 | 0.3 | 3 | 0 | 112 | 4
Clc1ccc(-c2nnc3n2CCCC3)cc1Cl | -0.2 | 2 | -4 | 2 | 12 | -2.0 | -3 | -2 | 101 | 11
COc1ccc(CCNC(=O)CSc2ccc(-c3ccco3)nn2)cc1 | 0.0 | 1 | -7 | 2 | 2 | -0.3 | -3 | -1 | 99 | 0
O=C(Cn1c(=O)n(CCC(=O)N2CCCCC2)c(=O)c2sccc21)NCc1ccccc1 | -0.2 | 0 | -3 | 1 | -2 | -0.4 | 6 | 6 | 95 | -4
O=C(NCC1CCCO1)c1c(O)c2cccc3c2n(c1=O)CCC3 (centres undefined) | 0.3 | -1 | -5 | 11 | -3 | 8.4 | -2 | -1 | 100 | -7
Cc1c(C(=O)Nc2ccccc2)sc2ncn(CC(=O)N3CCCCC3)c(=O)c12 | 0.2 | -1 | -4 | 1 | 4 | 0.8 | -3 | 9 | 100 | 0

One compound at a time (already shown).
Clc1ccc(-c2nnc3n2CCCC3)cc1Cl is listed as aDG glyco act: -0.2; N-glyco inh: 2; CaV13 FRET inh: -4; H9c2 protect: 2; PDI inh: 12; iPSC survival up: -2.0; HTR2A ag: -3; Exocytosis inh: -2; ABCB6 inh 2: 101; Vif imaging: 11
O=C(Cn1c(=O)n(CCC(=O)N2CCCCC2)c(=O)c2sccc21)NCc1ccccc1 is listed as aDG glyco act: -0.2; N-glyco inh: 0; CaV13 FRET inh: -3; H9c2 protect: 1; PDI inh: -2; iPSC survival up: -0.4; HTR2A ag: 6; Exocytosis inh: 6; ABCB6 inh 2: 95; Vif imaging: -4
CCCCC(=O)Nc1ccc(NC(=O)c2cnccn2)cn1 is listed as aDG glyco act: 0.3; N-glyco inh: 0; CaV13 FRET inh: -6; H9c2 protect: -2; PDI inh: 3; iPSC survival up: -1.2; HTR2A ag: -1; Exocytosis inh: 2; ABCB6 inh 2: 98; Vif imaging: 4

Next records
SMILES | aDG glyco act | N-glyco inh | CaV13 FRET inh | H9c2 protect | PDI inh | iPSC survival up | HTR2A ag | Exocytosis inh | ABCB6 inh 2 | Vif imaging
CC(C)(C)CNc1cc(N2CCCC2)ccc1[N+](=O)[O-] | -0.3 | 1 | -8 | 3 | 3 | -4.3 | 1 | -2 | 97 | -5
COCCN1C=C2C(=O)C(C)(OC(=O)CCc3ccccc3)C(=O)C=C2C=C1c1ccc(C#N)cc1 (centres undefined) | 0.4 | 0 | -5 | 1 | -1 | 1.7 | 6 | 1 | 101 | -4
CC(C)c1ccc(NC(=O)c2csnn2)cc1 | 0.0 | -15 | -7 | -15 | -3 | -1.6 | -2 | -2 | 102 | x
COCCCNc1nc(N)c([N+](=O)[O-])c(NCC2CCCO2)n1 (centres undefined) | -0.1 | 6 | -4 | 4 | -1 | -0.4 | 3 | -2 | 103 | -15
CCOc1ccc(-c2c(C)sc3nc[nH]c(=O)c23)cc1 | 0.0 | -5 | -4 | 12 | 2 | 0.0 | 4 | -5 | 97 | -11
CN(Cc1ccccc1F)C(=O)c1sccc1-c1ccccc1 | 0.3 | -2 | -6 | -1 | -5 | 0.4 | -7 | 5 | 93 | -1
CCOC(=O)C1=C(C)N=c2sc(=Cc3cc(Cl)c(OCC(=O)O)c(Cl)c3)c(=O)n2C1c1cccc(OC)c1 (centres undefined) | 0.0 | 1 | -3 | -9 | 6 | -1.1 | 1 | 0 | 115 | -9
Cc1ccc(C)c(/C(O)=C2\C(=O)C(=O)N(CCCN3CCOCC3)C2c2cccnc2)c1 (centres undefined) | 1.2 | 1 | x | 11 | -3 | 3.0 | 5 | -2 | 94 | 6
COc1ccc(CNC(=O)COC(=O)C2=Cc3ccccc3OC2)cc1 | 0.2 | 3 | -9 | 1 | 3 | -0.7 | -5 | 2 | 96 | 8
COc1cc(/C=C2\SC(=O)N(CCNC(=O)c3sc4cc(F)ccc4c3Cl)C2=O)cc(OC)c1OC | 0.1 | -3 | -5 | -8 | -14 | -0.4 | 3 | -11 | 73* | 63*
CC(C)c1ccc(Nc2ncc3c(n2)CCN(C(=O)NC2CCCCC2)C3)cc1 | 0.1 | -5 | -9 | -2 | 4 | 0.1 | -4 | 7 | 104 | 14
CC(=O)NC1(C(F)(F)F)NC(=O)N(c2ccc(F)cc2)C1=O (centres undefined) | 0.3 | 3 | -6 | 10 | -1 | 0.0 | 11 | -2 | 97 | 14
COc1ccc(N2C(=O)CC(Sc3nc(C)cc(C)c3C#N)C2=O)cc1 (centres undefined) | 0.3 | -3 | -4 | 5 | -5 | 0.9 | -3 | -4 | 103 | 0
Cc1cc2oc(=O)sc2cc1NS(=O)(=O)c1cccc2cccnc12 | 0.1 | 4 | -2 | -7 | 14 | -0.3 | 14 | 2 | 98 | 14
